Compound activity: PubChem BioAssay, several laboratories
TR-FRET SRC-2 ct = TR-FRET artefact, counter-screen to PPARgamma/SRC-2 agonist assay. active compounds read high. TR-FRET ratio at 8 µM. actives 0.4% (n = 200,000); in the data active means TR-FRET ratio above about 2000; further: inactives centre near 1500
Lmaj promast = reduces viability of Leishmania major promastigotes. resazurin fluorescence viability. inhibition, % at 10 µM. actives 9% (n = 200,000). AID 1063; in the data active means inhibition above about 50%;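 further: promastigotes grown with compound for 44 hours at 28 °C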
bIAP act = intestinal alkaline phosphatase (bovine) activation | purified bovine IAP, CDP-star luminescence, 30 min; active compounds read high; fold of DMSO-control signal, blank-subtracted | activation factor at 20 µM | actives 0.17% (n = 200,000) | AID 1016;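 active means activation factor of 2 or more at 20 µM, a signal rise over negative controls twice the positive control's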
TLR4-MyD88 BLA = blocks binding of human TLR4 to MyD88. O00206+Q99836. HeLa CL3-4 TLR4/MyD88 BLA complementation, FRET ratio. inhibition, % at 8.4 µM. actives 0.18% (n = 200,000); in the data active means inhibition above about 25%;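 further: 0% = vehicle and 100% = reference inhibitor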
PPARg SRC1 recr = agonists of human PPARgamma SRC-1 coactivator recruitment; P37231; PPARgamma-SRC-1 coactivator recruitment biochemical assay; activation, % at 8 µM; actives 0.41% (n = 200,000); AID 631; in the data active means activation above about 19%;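 further: 0% = DMSO and 100% = reference agonist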
ROMK primary = human ROMK K+ channel modulation, primary screen; P48048; Tet-inducible ROMK, thallium flux fluorescence; actives lie on both sides; B-score at 10 µM; actives 2% (n = 130,000); AID 1918;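 active means signal ratio slope over the read window, or its plate-corrected B-score, at least 3 SD from the plate mean, either direction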;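 further: B-score of the F/F0 ratio slope over 7 to 12 s after thallium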
Target sequence (P48048 whole entry, looked up): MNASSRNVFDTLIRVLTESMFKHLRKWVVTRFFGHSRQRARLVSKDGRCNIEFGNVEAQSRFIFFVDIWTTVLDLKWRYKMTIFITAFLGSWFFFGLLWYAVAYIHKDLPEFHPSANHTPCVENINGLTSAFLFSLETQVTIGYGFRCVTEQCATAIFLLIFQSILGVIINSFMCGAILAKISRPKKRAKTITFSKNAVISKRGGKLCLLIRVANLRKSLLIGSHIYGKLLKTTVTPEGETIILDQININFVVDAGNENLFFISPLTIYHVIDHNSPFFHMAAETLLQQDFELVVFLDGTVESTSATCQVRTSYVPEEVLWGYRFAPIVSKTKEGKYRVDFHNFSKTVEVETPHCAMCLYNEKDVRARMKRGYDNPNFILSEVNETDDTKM
S1P3 antagonist = antagonists of human S1P3 receptor | Q99500 | CHO S1P3 NFAT-BLA reporter, FRET fluorescence, antagonist mode | inhibition, % at 4.98 µM | actives 0.27% (n = 170,000) | AID 485;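 active means inhibition above the plate cutoff, the mean inhibition of test wells on that plate plus 3 SD, cut at about 28% in these data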;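 further: cells challenged with S1P at its EC80 of 0.8 µM; blue over green emission ratio from cleaved BLA substrate after 4 h stimulation; 0% = S1P-stimulated wells and 100% = unstimulated DMSO-only wells; some compounds past the cut are filed as inactive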
Target sequence (Q99500 whole entry, looked up): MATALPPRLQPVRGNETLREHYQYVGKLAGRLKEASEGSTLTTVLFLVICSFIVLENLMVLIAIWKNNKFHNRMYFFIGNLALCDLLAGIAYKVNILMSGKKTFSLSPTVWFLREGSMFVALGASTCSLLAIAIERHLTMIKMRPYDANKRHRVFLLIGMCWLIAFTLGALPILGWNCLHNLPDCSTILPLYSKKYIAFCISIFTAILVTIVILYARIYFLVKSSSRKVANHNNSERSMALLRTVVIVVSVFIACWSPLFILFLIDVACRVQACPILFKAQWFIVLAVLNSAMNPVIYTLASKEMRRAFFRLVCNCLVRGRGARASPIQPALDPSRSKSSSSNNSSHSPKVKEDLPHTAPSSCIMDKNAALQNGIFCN
PPARg SRC2 recr = promotes SRC-2 coactivator recruitment by human PPARgamma. P37231. PPARgamma LBD-SRC-2 recruitment, biochemical. activation, % at 8 µM. actives 0.34% (n = 200,000). AID 1032; in the data active means activation above about 22%;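 further: 0% = vehicle and 100% = reference agonist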
bIAP inh = intestinal alkaline phosphatase (bovine) inhibition. purified bovine IAP, CDP-star luminescence, 30 min. inhibition, % at 20 µM. 190,000 tested, under 10 active;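 active means over 50% inhibition of intestinal alkaline phosphatase at 20 µM in the single-dose screen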
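test system = bovine IAP enzyme | medium = DEA buffer 100 mM, pH 9.8, with MgCl2 1.0 mM, ZnCl2 0.02 mM | detection = luminescence | dosing = single compound dose of 20 µM, 2% DMSO final | incubation = 30 min reaction at room temperature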
DTT redox prof = compounds producing H2O2 with reducing agent – biochemical, NIH compound library profiling, artefact control for MLSCN library redox annotation, primary screen; DTT-dependent redox cycling H2O2, phenol red/HRP absorbance; 100% = 100 µM peroxide control, 0% = buffer; activation, % at 10 µM; actives 0.03% (n = 200,000);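 active means activation of at least 50% relative to the plate's high and low controls in the primary single-dose screen; inactive means activation below 50%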;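 further: compound incubated with DTT at 0.8 mM final as the reducing agent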
PPARg SRC-3 ag = PPARgamma-driven SRC-3 recruitment agonism; P37231; biochemical PPARgamma/SRC-3 coactivator recruitment assay; activation, % at 8 µM; actives 0.26% (n = 200,000); in the data active means activation above about 23%;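 further: 0% = DMSO and 100% = reference agonist; some compounds past the cut are filed as inactive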
* hit, by the source's call.

O=C(c1cccc(C(=O)N2CCN(c3ccccc3)CC2)c1)N1CCN(c2ccccc2)CC1 was read as TR-FRET SRC-2 ct 1550, Lmaj promast -8, bIAP act 1.1, TLR4-MyD88 BLA -4, PPARg SRC1 recr 5, ROMK primary -0.28, S1P3 antagonist 3, PPARg SRC2 recr 4, bIAP inh -5, DTT redox prof 2.7 and PPARg SRC-3 ag 1.
For CCOc1ccc(C(=O)NCC(=O)OCC(=O)N2CCCCC2)cc1 the results were TR-FRET SRC-2 ct 1301, Lmaj promast -5, bIAP act 0.9, TLR4-MyD88 BLA -3, PPARg SRC1 recr -1, ROMK primary 0.95*, PPARg SRC2 recr 3, bIAP inh 9, DTT redox prof 0.2 and PPARg SRC-3 ag -1.
Screening O=C(COc1ccccc1[N+](=O)[O-])NCCC1=CCCCC1 returned TR-FRET SRC-2 ct 1716, Lmaj promast -1, bIAP act 1, TLR4-MyD88 BLA -12, PPARg SRC1 recr 9, ROMK primary -0.77, S1P3 antagonist 6, PPARg SRC2 recr 0, bIAP inh 1, DTT redox prof -0.1 and PPARg SRC-3 ag 1.
`O=C(Nc1ccc(Cn2cccn2)cc1)c1ccc(COc2ccc(Br)cc2)cc1` gave TR-FRET SRC-2 ct 1553, Lmaj promast -1, bIAP act 1.3, TLR4-MyD88 BLA 0, PPARg SRC1 recr 4, ROMK primary 0.32, PPARg SRC2 recr -2, bIAP inh -26, DTT redox prof 0.3 and PPARg SRC-3 ag -12.
CN1C(=O)/C(=C/C=C2\SCCN2C)OC1=S was read as TR-FRET SRC-2 ct 1583, Lmaj promast 13, bIAP act 0.8, TLR4-MyD88 BLA -19, PPARg SRC1 recr -5, S1P3 antagonist -23, PPARg SRC2 recr -2, bIAP inh 19, DTT redox prof 0.3 and PPARg SRC-3 ag 5.
Screening CCOC(=O)c1cc(-c2ccco2)nc2c1c(C)nn2CCC#N returned TR-FRET SRC-2 ct 1607, Lmaj promast -1, bIAP act 1, TLR4-MyD88 BLA -6, PPARg SRC1 recr -3, S1P3 antagonist -6, PPARg SRC2 recr 8, bIAP inh 2, DTT redox prof -2.8 and PPARg SRC-3 ag 7.
For O=C(Nc1cccnc1)c1sc2cccc(F)c2c1Cl the results were TR-FRET SRC-2 ct 1497, Lmaj promast 6, bIAP act 0.9, TLR4-MyD88 BLA -1, PPARg SRC1 recr 7, ROMK primary 1.2, S1P3 antagonist -3, PPARg SRC2 recr 5, bIAP inh 9, DTT redox prof 0.3 and PPARg SRC-3 ag 3.
`Cc1cc(C)c2nc(-c3ccccn3)cc(C(=O)NCc3ccc(S(N)(=O)=O)cc3)c2c1` gave TR-FRET SRC-2 ct 1784, Lmaj promast 5, bIAP act 1, TLR4-MyD88 BLA -20, PPARg SRC1 recr 9, ROMK primary 1, S1P3 antagonist -9, PPARg SRC2 recr 1, bIAP inh -4, DTT redox prof 0.1 and PPARg SRC-3 ag 8.
For Cc1cc2ncn(/N=C/c3cccnc3)c2cc1C the results were TR-FRET SRC-2 ct 1634, Lmaj promast 1, bIAP act 1.1, TLR4-MyD88 BLA -1, PPARg SRC1 recr 1, ROMK primary 1.3, S1P3 antagonist -5, PPARg SRC2 recr 10, bIAP inh -5, DTT redox prof -0.1 and PPARg SRC-3 ag 9.
For Cc1ccc(NCN2C(=O)C3CC=CCC3C2=O)cc1 (stereo not drawn) the results were TR-FRET SRC-2 ct 1388, Lmaj promast 0, bIAP act 0.9, TLR4-MyD88 BLA -7, PPARg SRC1 recr -6, ROMK primary 1.2, PPARg SRC2 recr -5, bIAP inh 6, DTT redox prof 0.8 and PPARg SRC-3 ag -1.
CC(Cc1cccnc1)NC(=O)CCc1nnc(-c2ccccc2)o1 (stereo not drawn) was read as TR-FRET SRC-2 ct 1247, Lmaj promast -3, bIAP act 0.9, TLR4-MyD88 BLA 0, PPARg SRC1 recr -4, ROMK primary 0.87, S1P3 antagonist -14, PPARg SRC2 recr 1, bIAP inh 6, DTT redox prof -1.1 and PPARg SRC-3 ag 6.
C=C(C)c1cccc(C(C)(C)NC(=O)Nc2ccc(C)cn2)c1 was read as TR-FRET SRC-2 ct 1605, Lmaj promast 42, bIAP act 0.9, TLR4-MyD88 BLA -7, PPARg SRC1 recr -8, S1P3 antagonist -7, PPARg SRC2 recr -10, bIAP inh 14, DTT redox prof 0.4 and PPARg SRC-3 ag -1.
`COCC(=O)Nc1ccc([N+](=O)[O-])cc1C` gave TR-FRET SRC-2 ct 1605, Lmaj promast 48, bIAP act 0.8, TLR4-MyD88 BLA -4, PPARg SRC1 recr 0, ROMK primary 1.3, S1P3 antagonist 3, PPARg SRC2 recr -8, bIAP inh 20, DTT redox prof 0.5 and PPARg SRC-3 ag -2.
For CCOC(=O)C1(CCOc2ccccc2)CCN(Cc2nccn2CC)CC1 the results were TR-FRET SRC-2 ct 1633, Lmaj promast 31, bIAP act 1.1, TLR4-MyD88 BLA 1, PPARg SRC1 recr 0, ROMK primary -1.3, S1P3 antagonist 10, PPARg SRC2 recr 8, bIAP inh -6, DTT redox prof -0.9 and PPARg SRC-3 ag 0.
`CC(C)OC(=O)CCCNc1ccc([N+](=O)[O-])cc1[N+](=O)[O-]` gave TR-FRET SRC-2 ct 1630, Lmaj promast -4, bIAP act 0.9, TLR4-MyD88 BLA 9, PPARg SRC1 recr -2, S1P3 antagonist -18, PPARg SRC2 recr 9, bIAP inh 9, DTT redox prof 0.3 and PPARg SRC-3 ag 0.

The last 2 records of the section above open the next one.
For CCOC(=O)C1(CCOc2ccccc2)CCN(Cc2nccn2CC)CC1 the results were TR-FRET SRC-2 ct 1633, Lmaj promast 31, bIAP act 1.1, TLR4-MyD88 BLA 1, PPARg SRC1 recr 0, ROMK primary -1.3, S1P3 antagonist 10, PPARg SRC2 recr 8, bIAP inh -6, DTT redox prof -0.9 and PPARg SRC-3 ag 0.
`CC(C)OC(=O)CCCNc1ccc([N+](=O)[O-])cc1[N+](=O)[O-]` gave TR-FRET SRC-2 ct 1630, Lmaj promast -4, bIAP act 0.9, TLR4-MyD88 BLA 9, PPARg SRC1 recr -2, S1P3 antagonist -18, PPARg SRC2 recr 9, bIAP inh 9, DTT redox prof 0.3 and PPARg SRC-3 ag 0.
`CCOc1ccc(N2CC(C(=O)Nc3ccc(S(=O)(=O)N4CCOCC4)cc3)CC2=O)cc1` (stereo not drawn) gave TR-FRET SRC-2 ct 1453, Lmaj promast -4, bIAP act 1.1, TLR4-MyD88 BLA 12, PPARg SRC1 recr 3, ROMK primary 0.35, S1P3 antagonist -19, PPARg SRC2 recr -2, bIAP inh -7, DTT redox prof -0.2 and PPARg SRC-3 ag 1.
Screening O=C(COC(=O)C1CCN(S(=O)(=O)c2cccc3cccnc23)CC1)c1ccccc1 returned TR-FRET SRC-2 ct 1679, Lmaj promast -9, bIAP act 1, TLR4-MyD88 BLA -6, PPARg SRC1 recr 6, ROMK primary 0.64, S1P3 antagonist 5, PPARg SRC2 recr 18, bIAP inh 3, DTT redox prof -0.8 and PPARg SRC-3 ag 7.
Nc1cc2c(cc1C(=O)c1cccc(Br)c1)OCCO2 was read as TR-FRET SRC-2 ct 1775, Lmaj promast -1, bIAP act 0.9, TLR4-MyD88 BLA 2, PPARg SRC1 recr 16, ROMK primary 0.011, S1P3 antagonist -18, PPARg SRC2 recr 10, bIAP inh 14, DTT redox prof -1.9 and PPARg SRC-3 ag 6.
For Cc1nc(-c2ccccn2)sc1C(=O)Nc1ccc(F)cc1 the results were TR-FRET SRC-2 ct 1459, Lmaj promast 4, bIAP act 1, TLR4-MyD88 BLA 0, PPARg SRC1 recr -4, PPARg SRC2 recr 1, bIAP inh 5, DTT redox prof 3.9 and PPARg SRC-3 ag -10.
`CCn1c(N2CCC(C)CC2)nc2c1c(=O)n(C)c(=O)n2C` gave TR-FRET SRC-2 ct 1544, Lmaj promast -5, bIAP act 1, TLR4-MyD88 BLA -1, PPARg SRC1 recr 9, S1P3 antagonist -16, PPARg SRC2 recr 1, bIAP inh -2, DTT redox prof -2.0 and PPARg SRC-3 ag 1.
`CCCC(C)C(=O)Nc1cccc(NC(C)=O)c1` (stereo not drawn) gave TR-FRET SRC-2 ct 1386, Lmaj promast -7, bIAP act 1.1, TLR4-MyD88 BLA 3, PPARg SRC1 recr -2, ROMK primary 0.79, S1P3 antagonist -5, PPARg SRC2 recr -7, bIAP inh -9, DTT redox prof 1.5 and PPARg SRC-3 ag -6.
`CCOC(=O)c1c(C)[nH]c(C(=O)CSc2nnnn2-c2ccc(C)cc2)c1C` gave TR-FRET SRC-2 ct 1648, Lmaj promast 5, bIAP act 0.9, TLR4-MyD88 BLA -5, PPARg SRC1 recr 8, S1P3 antagonist -8, PPARg SRC2 recr 11, bIAP inh 12, DTT redox prof -0.8 and PPARg SRC-3 ag 15.
CC(C)c1ccccc1NC(=O)COc1ccc(C(=O)NCCc2ccccc2)cc1 was read as TR-FRET SRC-2 ct 1924, Lmaj promast 71*, bIAP act 0.9, TLR4-MyD88 BLA 2, PPARg SRC1 recr 13, ROMK primary -0.096, S1P3 antagonist -6, PPARg SRC2 recr 3, bIAP inh 9, DTT redox prof 0.0 and PPARg SRC-3 ag 19.
For CCNC(=O)C(C)Oc1ccc(Cl)cc1Cl (stereo not drawn) the results were TR-FRET SRC-2 ct 1523, Lmaj promast -2, bIAP act 1.2, TLR4-MyD88 BLA 10, PPARg SRC1 recr 7, ROMK primary -0.87, S1P3 antagonist -8, PPARg SRC2 recr -2, bIAP inh -23, DTT redox prof -0.9 and PPARg SRC-3 ag -4.
`CC(C)NC(=S)N/N=C/c1cc(Br)ccc1O` gave TR-FRET SRC-2 ct 1546, Lmaj promast 48, bIAP act 0.9, TLR4-MyD88 BLA 19, PPARg SRC1 recr -5, ROMK primary -0.94, S1P3 antagonist 1, PPARg SRC2 recr -12, bIAP inh 6, DTT redox prof 0.7 and PPARg SRC-3 ag 0.
Screening O=C(Nc1nc(-c2ccco2)c(-c2ccco2)s1)C1CC(=O)N(c2ccc3c(c2)OCCO3)C1 (stereo not drawn) returned TR-FRET SRC-2 ct 1702, Lmaj promast 40, bIAP act 0.9, TLR4-MyD88 BLA 12, PPARg SRC1 recr 11, PPARg SRC2 recr 10, bIAP inh 5, DTT redox prof -2.4 and PPARg SRC-3 ag 9.
For COc1cccc(-n2c(COc3ccccc3C)nnc2SCC(=O)O)c1 the results were TR-FRET SRC-2 ct 1696, Lmaj promast -8, bIAP act 1, TLR4-MyD88 BLA 1, PPARg SRC1 recr 2, S1P3 antagonist -22, PPARg SRC2 recr -1, bIAP inh 3, DTT redox prof 2.3 and PPARg SRC-3 ag 9.
O=C(CCc1ccccc1)NNC(=O)C12CC3CC(CC(C3)C1)C2 was read as TR-FRET SRC-2 ct 1539, Lmaj promast -5, bIAP act 1.1, TLR4-MyD88 BLA 2, PPARg SRC1 recr 9, PPARg SRC2 recr -2, bIAP inh -7, DTT redox prof -4.0 and PPARg SRC-3 ag 4.
C/C=C/c1ccc(OCCCCOc2c(OC)cccc2OC)c(OC)c1 was read as TR-FRET SRC-2 ct 1497, Lmaj promast 45, bIAP act 1.1, TLR4-MyD88 BLA 1, PPARg SRC1 recr -4, S1P3 antagonist 7, PPARg SRC2 recr -2, bIAP inh -6, DTT redox prof -0.3 and PPARg SRC-3 ag 4.

Compounds as they come; overall some 11% were active at least once.
